NOTCH ag = NOTCH pathway agonism | 15,000 tested, 0.4% active | NOTCH signaling luciferase reporter cells, luminescence | activation, % at 2.5 µM; in the data active = activation above about 2.2%
S1P1 ag = S1P1 (human) receptor agonism; 16,000 tested, 1.5% active; S1P1 agonist cell-based reporter assay; activation, % at 4.5 µM; in the data active = activation above about 80%
Target sequence (P21453 whole entry, looked up): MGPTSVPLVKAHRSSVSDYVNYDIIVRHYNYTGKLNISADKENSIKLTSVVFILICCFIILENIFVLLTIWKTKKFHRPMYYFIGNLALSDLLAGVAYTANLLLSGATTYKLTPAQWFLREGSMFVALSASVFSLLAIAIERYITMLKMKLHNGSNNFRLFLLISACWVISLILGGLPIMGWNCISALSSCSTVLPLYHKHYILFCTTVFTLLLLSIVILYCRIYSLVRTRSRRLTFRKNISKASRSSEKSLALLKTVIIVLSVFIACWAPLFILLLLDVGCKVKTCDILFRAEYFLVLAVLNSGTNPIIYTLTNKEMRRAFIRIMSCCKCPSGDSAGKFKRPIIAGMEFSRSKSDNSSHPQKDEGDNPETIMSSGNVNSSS
PME-1 Maybr inh = inhibitors of human PME-1 in Maybridge library. Q9Y570. recombinant PME-1, FP-Rh probe fluorescence polarization. inhibition, % at 9 µM. 16,000 tested, 0.5% active; in the data active = inhibition above about 30%
rat GALR2 agon = GALR2 (rat) receptor agonism; AID 833; 16,000 tested, 0.5% active; activation, % at 10 µM; cell-based GALR2 agonist screen; in the data active = activation above about 15%
Target sequence (O08726 whole entry, looked up): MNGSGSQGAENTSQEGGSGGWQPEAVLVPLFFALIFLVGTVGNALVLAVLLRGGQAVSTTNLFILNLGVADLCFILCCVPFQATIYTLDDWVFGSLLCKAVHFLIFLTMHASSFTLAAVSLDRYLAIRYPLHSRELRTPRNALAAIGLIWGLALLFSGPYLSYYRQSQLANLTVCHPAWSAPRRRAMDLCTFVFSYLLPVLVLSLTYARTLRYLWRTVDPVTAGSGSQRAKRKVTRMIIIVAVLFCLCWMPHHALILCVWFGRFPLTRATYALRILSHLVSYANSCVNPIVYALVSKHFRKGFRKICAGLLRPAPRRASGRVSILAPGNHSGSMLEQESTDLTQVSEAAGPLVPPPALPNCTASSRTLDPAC
TLR4 MyD88 blk = TLR4-MyD88 interaction inhibition | Cell-based TLR4-MyD88 binding inhibition assay | inhibition, % at 10 µM | 16,000 tested, 0.06% active | AID 811; in the data active = inhibition above about 45%
luminol inh ctr = quenches luminol chemiluminescence in Nox1 counter-screen | AID 1823 | inhibition, % at 6.7 µM | HRP/luminol/H2O2 chemiluminescence counterscreen | 16,000 tested, 0.4% active; note: reference of the scale not given here
Nox1 inh = inhibitors of human NADPH oxidase 1 (Nox1); HT29 cells, luminol chemiluminescence ROS; 16,000 tested, 0.81% active; inhibition, % at 6.7 µM
KOR antag MB = OPRK1 (human) antagonism, Maybridge screen; OPRK1 cells, antagonist mode, fluorescence readout; 16,000 tested, 0.4% active; inhibition, % at 9 µM; in the data active = inhibition above about 50%
Active calls of the source: *; / = not tested or not shown. Cut-off read from the data, not from the text of the source, unless noted: active = inhibition above about 75%; inactive = the rest.

(1) O=S(=O)(CCSc1ccc(C(F)(F)F)cn1)CCSc1ccc(C(F)(F)F)cn1
(2) C#Cc1cccc(NC(=O)NC(=O)c2c(Cl)cccc2Cl)c1
(3) Cc1cc(/C=C2\SC(=S)NC2=O)oc1C
(4) O=C1CC2(CCCC2)C(=O)N1c1cc(C(F)(F)F)cc(C(F)(F)F)c1
(5) COc1cc(C(=O)NCc2ccco2)cc(OC)c1OC
(6) O=C1Cc2cc(Cl)ccc2N1
Assay by compound	1	2	3	4	5	6
NOTCH ag	-0.1	-0.7	-0.1	0.1	-0.4	0.1
S1P1 ag	-11	-8	0	-21	-27	-1
PME-1 Maybr inh	2	-1	1	4	14	5
rat GALR2 agon	-5	-6	-6	-3	-7	-6
TLR4 MyD88 blk	3	-7	8	-4	1	4
luminol inh ctr	-5	-5	2	-3	2	-7
Nox1 inh	-18	3	-21	-37	-31	-24
KOR antag MB	-5	4	-8	2	-9	-4

(7) COc1cc(CCC(C)=O)ccc1OC(=O)c1c(-c2ccccc2)noc1C
(8) Cc1[nH]c(C)c2c(=O)n(C)ncc12
(9) O=C(CC1OC(=O)c2ccccc21)c1ccccc1Cl (stereo not drawn)
(10) O=S1(=O)CCN(Cc2ccc(N3CCOCC3)cc2)CC1
(11) CS(=O)(=O)CS(=O)(=O)Nc1ccc2c(c1)OCCO2
(12) N#CCSc1nsc(SCC#N)n1
Assay by compound	7	8	9	10	11	12
NOTCH ag	0.0	-0.5	0.2	-1.0	0.0	-0.5
S1P1 ag	-12	-11	16	-6	-19	17
PME-1 Maybr inh	1	5	0	1	5	-1
rat GALR2 agon	0	-6	-7	-8	-4	-6
TLR4 MyD88 blk	-7	4	1	-1	-2	1
luminol inh ctr	2	22	2	-2	-6	2
Nox1 inh	-41	-82	-67	-20	-13	-28
KOR antag MB	-16	14	2	4	14	-1

(13) N#Cc1cnc(Sc2nc3ccccc3s2)nc1N
(14) O=C(Nc1ccccc1N1CCCCC1)C1CCCCC1
(15) CCCC(Nc1ccccn1)n1nnc2ccccc21 (stereo not drawn)
(16) O=C(O)CSc1cccc(C(F)(F)F)c1
(17) Cc1c(S(=O)(=O)c2ccc(Cl)cc2)csc1C(=O)NCc1csc2ccc(Cl)cc12
(18) CSC(=Nc1cccc(SC)c1)NC#N
Assay by compound	13	14	15	16	17	18
NOTCH ag	-1.1	-0.5	-0.6	-0.3	-1.0	-0.1
S1P1 ag	-23	-6	6	-12	13	7
PME-1 Maybr inh	-4	2	-3	3	-36	-1
rat GALR2 agon	-11	-2	-4	-4	-13	-3
TLR4 MyD88 blk	-4	10	14	5	5	2
luminol inh ctr	0	-5	4	4	3	-1
Nox1 inh	-31	21	-48	-31	-19	-34
KOR antag MB	35	-19	9	8	14	-17

(19) O=[N+]([O-])c1cc2c(c(CSCCO)c1)OCOC2
(20) COc1ccc(CCNC(=S)NC(=O)c2cccc([N+](=O)[O-])c2)cc1OC
(21) COC(=O)c1cccc(NC(=S)Nc2ccccc2C(F)(F)F)c1
(22) CN(C)/C=C(\C#N)C(=O)NOCc1c(F)cccc1Cl
(23) COC(Cn1c(SCc2ccccc2)nnc1-c1ccccc1)OC
(24) O=C(O)CC1SC(c2cccc(Cl)c2)=NC1=O (stereo not drawn)
Assay by compound	19	20	21	22	23	24
NOTCH ag	-0.8	-0.6	-0.1	0.0	-0.4	0.1
S1P1 ag	-16	3	-6	1	-16	-6
PME-1 Maybr inh	0	8	5	6	3	5
rat GALR2 agon	-6	-5	-4	-6	-8	-6
TLR4 MyD88 blk	-4	4	-3	16	-2	5
luminol inh ctr	3	2	-2	-6	-2	-2
Nox1 inh	2	-2	-30	30	7	-5
KOR antag MB	4	3	15	11	-23	26

(25) O=C(C#Cc1ccccc1)Nc1ccc(OC(F)(F)F)cc1
(26) O=c1[nH]cnc2sc3c(c12)CN(Cc1ccccc1)CC3
(27) O=C1CSCC(=O)N1c1ccc(-c2csnn2)cc1
(28) S=C(NCCc1ccccc1)c1ccccc1
(29) CC1(C(=O)N2CCCCC2)CCC(C(=O)N2CCCCC2)C1(C)C (stereo not drawn)
(30) CC1(C)C2CCC1(CS(=O)(=O)NCc1ccc(C(F)(F)F)cc1)C(=O)C2 (stereo not drawn)
Assay by compound	25	26	27	28	29	30
NOTCH ag	-0.4	-0.3	0.1	-0.3	-1.1	-0.1
S1P1 ag	19	2	-6	-1	-6	4
PME-1 Maybr inh	0	2	0	5	2	-1
rat GALR2 agon	-6	-8	-7	-4	-1	-2
TLR4 MyD88 blk	-15	-14	0	5	-4	3
luminol inh ctr	-7	-3	1	0	-2	-6
Nox1 inh	15	8	-62	-57	16	-47
KOR antag MB	25	2	-4	7	29	-18

(31) CCC(C#N)(c1ccccc1)c1ccc(N)cc1 (stereo not drawn)
(32) COC(=O)c1cccc([N+](=O)[O-])c1-c1c(C(=O)OC)cccc1[N+](=O)[O-]
(33) Cc1cc(-c2noc(C(F)(F)F)n2)cc(-c2noc(C(F)(F)F)n2)c1
(34) CC(C)(N=Nc1ccccc1)NC(=S)NN
(35) FC(F)(F)c1ccc(SCCCN2CCN(c3cccc(Cl)c3)CC2)nc1
(36) CC1=NN(C(N)=O)C2(O)CC3C(C12)C3(C)C (stereo not drawn)
Assay by compound	31	32	33	34	35	36
NOTCH ag	-0.7	-0.2	/	0.3	-0.9	-0.1
S1P1 ag	-1	-10	-5	-13	-10	12
PME-1 Maybr inh	9	2	4	7	-3	-1
rat GALR2 agon	-5	-3	-7	-4	-5	-6
TLR4 MyD88 blk	1	-5	-2	-1	-5	-6
luminol inh ctr	-9	-6	2	6	3	3
Nox1 inh	35	-6	-21	-17	-32	-12
KOR antag MB	9	1	-2	-16	3	-4

(37) CC(C)(C)S(=O)(=O)/C(C#N)=C/N/N=C/c1ccsc1
(38) CC(=O)CSc1nc(SCC(C)=O)c2cnc(N3CCCC3)nc2n1
(39) C=CCc1c(C)nc(SCC(=O)c2cccs2)[nH]c1=O
(40) CC(=O)c1c(C)[nH]c(=S)c(C#N)c1-c1cccs1
(41) O=c1s[nH]c2ccccc12
(42) O=c1c(Cc2ccccc2)coc2ccccc12
Assay by compound	37	38	39	40	41	42
NOTCH ag	-0.3	0.1	0.0	-0.7	-0.3	-0.1
S1P1 ag	23	-7	-14	-14	3	-3
PME-1 Maybr inh	1	0	0	-4	9	4
rat GALR2 agon	-8	-5	-6	-8	-6	-4
TLR4 MyD88 blk	2	-3	9	-2	/	3
luminol inh ctr	5	0	7	0	-8	-5
Nox1 inh	-3	-44	-74	-21	1	-5
KOR antag MB	-6	-15	-11	1	8	19

(43) CN(C1CC2C=CC1C2)S(=O)(=O)c1cc(C(F)(F)F)cc(C(F)(F)F)c1 (stereo not drawn)
(44) CN1N=C(SCc2ccc(Cl)cc2Cl)Sc2c1cnn(C)c2=O
(45) O=C(NCC1CC1)c1cc(Br)cc(Br)c1O
(46) CC(=O)Nc1ccc(NC(=O)Nc2ccccc2)cc1
(47) CCOC(=O)/C(=N\Nc1ccccc1)c1csc(Nc2ccc(C)cc2)n1
(48) N#Cc1c2c(c(N3CCOCC3)n3c1nc1ccccc13)CCCC2
Assay by compound	43	44	45	46	47	48
NOTCH ag	-0.2	-0.2	0.0	-0.1	/	-0.4
S1P1 ag	7	-13	25	-2	-16	-13
PME-1 Maybr inh	2	1	1	4	4	0
rat GALR2 agon	-6	-3	-6	-7	-14	-5
TLR4 MyD88 blk	0	9	3	-2	6	-4
luminol inh ctr	-4	1	3	-7	8	-2
Nox1 inh	-44	-23	-27	3	2	-20
KOR antag MB	7	15	1	0	3	8

Two compounds from above, showing only Nox1 inh:
cpd	Molecule	Nox1 inh
47	CCOC(=O)/C(=N\Nc1ccccc1)c1csc(Nc2ccc(C)cc2)n1	2
48	N#Cc1c2c(c(N3CCOCC3)n3c1nc1ccccc13)CCCC2	-20

Next part:
(49) O=C(O)CC(CC(=O)O)c1ccc(Cl)cc1
(50) CSC1=NC(c2ccc(N(C)C)cc2)NN1 (stereo not drawn)
(51) NNS(=O)(=O)c1ccc(Sc2ccccn2)c([N+](=O)[O-])c1
(52) COC(=O)c1sc2c(C)cc(Cl)c(C)c2c1C(=O)Nc1ccc(OC)cc1[N+](=O)[O-]
(53) CC(C)NC(=O)O/N=C(/N)COc1ccc(C2SCCS2)cc1
(54) O=C(Nc1nc(-c2ccc(F)c(F)c2)cs1)c1cccs1
Assay by compound	49	50	51	52	53	54
NOTCH ag	0.1	-0.5	-0.5	0.0	-0.9	-0.3
S1P1 ag	-18	5	1	-22	-11	21
PME-1 Maybr inh	6	4	3	0	2	7
rat GALR2 agon	-6	-6	-7	-5	-7	-10
TLR4 MyD88 blk	-5	10	-9	0	-3	-1
luminol inh ctr	-2	0	2	-3	0	5
Nox1 inh	-14	-17	-17	-62	-20	17
KOR antag MB	17	-66	-11	6	-2	11

Quoted at random: six entries already listed
(50) CSC1=NC(c2ccc(N(C)C)cc2)NN1 (stereo not drawn)
(51) NNS(=O)(=O)c1ccc(Sc2ccccn2)c([N+](=O)[O-])c1
(54) O=C(Nc1nc(-c2ccc(F)c(F)c2)cs1)c1cccs1
(53) CC(C)NC(=O)O/N=C(/N)COc1ccc(C2SCCS2)cc1
(49) O=C(O)CC(CC(=O)O)c1ccc(Cl)cc1
(52) COC(=O)c1sc2c(C)cc(Cl)c(C)c2c1C(=O)Nc1ccc(OC)cc1[N+](=O)[O-]
Assay by compound	50	51	54	53	49	52
NOTCH ag	-0.5	-0.5	-0.3	-0.9	0.1	0.0
S1P1 ag	5	1	21	-11	-18	-22
PME-1 Maybr inh	4	3	7	2	6	0
rat GALR2 agon	-6	-7	-10	-7	-6	-5
TLR4 MyD88 blk	10	-9	-1	-3	-5	0
luminol inh ctr	0	2	5	0	-2	-3
Nox1 inh	-17	-17	17	-20	-14	-62
KOR antag MB	-66	-11	11	-2	17	6

Later entries:
(55) O=C(CSCC(=O)Nc1ccccc1)NNC(=O)c1ccccc1
(56) Nc1cnn(C2OC(COC(=O)c3ccccc3)C(O)C2O)c(=O)n1 (stereo not drawn)
(57) CCNc1ccc(C(=O)O)cc1
(58) COC(=O)CSc1nc(C)nc(SC)c1C#N
(59) c1ccc(-c2[nH]ncc2CN2CCc3ccccc3C2)cc1
(60) CN1C=NC(O)(c2ccccc2)c2cc(Cl)ccc21 (stereo not drawn)
Assay by compound	55	56	57	58	59	60
NOTCH ag	0.5	-0.2	0.0	-0.2	-0.5	-0.5
S1P1 ag	-3	-7	57	-1	4	-2
PME-1 Maybr inh	-1	-1	-3	-1	-2	10
rat GALR2 agon	-4	-2	4	-2	-8	-8
TLR4 MyD88 blk	1	9	6	-10	7	-21
luminol inh ctr	5	0	2	3	-1	-6
Nox1 inh	-67	-63	-50	-28	-62	0
KOR antag MB	9	3	-1	-1	-4	17

(61) O=c1onc(-c2ccccc2)n1-c1cccc(C(F)(F)F)c1
(62) COc1cc(Cc2cc(OC)c(C)cc2OC)c(OC)cc1C
(63) CCn1cnc2nc(N)[nH]c(=O)c21
(64) COc1ccc(/C(C)=N/O)cc1CN1CCCC1
(65) COc1ccc(NC(=O)c2cccs2)cn1
Assay by compound	61	62	63	64	65
NOTCH ag	-0.9	-0.7	-0.8	-0.1	-1.1
S1P1 ag	11	1	-4	-5	0
PME-1 Maybr inh	-4	0	-3	1	1
rat GALR2 agon	-5	-5	-8	-7	-5
TLR4 MyD88 blk	2	-1	-4	1	10
luminol inh ctr	-2	3	-2	-3	4
Nox1 inh	-14	-25	-8	0	-27
KOR antag MB	-12	-12	-12	8	-4
